From PubChem BioAssay
M1 ag parental – counter-screen for M1 agonists: effect in parental CHO-K1 cells | Fluo-8 calcium fluorescence; scaled to maximal ATP response, vehicle zero | activation, % at 3 µM | hit rate 0.48% among 360,000 | AID 602248; in the data active = activation above about 15%;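 note: untransfected CHO-K1 host cells lacking M1 receptor as counterscreen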
M4 antag – antagonists of human muscarinic M4 receptor (CHRM4); P08173; CHO-hM4 cells, ACh EC80, Fluo-8 calcium fluorescence; inhibition, % at 3 µM; hit rate 0.73% among 360,000; AID 624125;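 active = inhibition above its plate's cutoff, the mean inhibition of sample wells plus 3 SD, cut at about 27% in these data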;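 note: 0% = acetylcholine EC80 with DMSO and 100% = DMSO without agonist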
Target sequence (P08173 whole entry, looked up): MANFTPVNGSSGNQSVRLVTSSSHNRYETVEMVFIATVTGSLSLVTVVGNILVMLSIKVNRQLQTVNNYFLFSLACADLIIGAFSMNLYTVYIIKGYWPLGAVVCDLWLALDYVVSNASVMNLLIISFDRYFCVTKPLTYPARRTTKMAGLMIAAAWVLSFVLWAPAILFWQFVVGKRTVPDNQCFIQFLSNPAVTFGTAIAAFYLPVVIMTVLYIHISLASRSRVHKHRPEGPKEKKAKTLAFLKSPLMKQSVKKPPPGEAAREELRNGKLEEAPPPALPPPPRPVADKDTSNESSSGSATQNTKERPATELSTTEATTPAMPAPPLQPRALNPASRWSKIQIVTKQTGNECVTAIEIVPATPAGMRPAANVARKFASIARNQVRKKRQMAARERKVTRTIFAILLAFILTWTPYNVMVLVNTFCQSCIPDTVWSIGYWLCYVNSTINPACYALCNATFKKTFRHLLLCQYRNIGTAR
CHRM5 PAM – potentiates acetylcholine response at human M5 receptor | activation, % at 3 µM | hit rate 0.3% among 360,000 | CHO-K1 hM5, Fluo-8 calcium, ACh EC20 PAM; 0% = ACh EC20, 100% = ACh EC100 | P08912 | AID 624038;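 active = activation above the run cutoff, the mean activation of all test compounds plus 3 SD, cut at about 18% in these data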
Target sequence (P08912 whole entry, looked up): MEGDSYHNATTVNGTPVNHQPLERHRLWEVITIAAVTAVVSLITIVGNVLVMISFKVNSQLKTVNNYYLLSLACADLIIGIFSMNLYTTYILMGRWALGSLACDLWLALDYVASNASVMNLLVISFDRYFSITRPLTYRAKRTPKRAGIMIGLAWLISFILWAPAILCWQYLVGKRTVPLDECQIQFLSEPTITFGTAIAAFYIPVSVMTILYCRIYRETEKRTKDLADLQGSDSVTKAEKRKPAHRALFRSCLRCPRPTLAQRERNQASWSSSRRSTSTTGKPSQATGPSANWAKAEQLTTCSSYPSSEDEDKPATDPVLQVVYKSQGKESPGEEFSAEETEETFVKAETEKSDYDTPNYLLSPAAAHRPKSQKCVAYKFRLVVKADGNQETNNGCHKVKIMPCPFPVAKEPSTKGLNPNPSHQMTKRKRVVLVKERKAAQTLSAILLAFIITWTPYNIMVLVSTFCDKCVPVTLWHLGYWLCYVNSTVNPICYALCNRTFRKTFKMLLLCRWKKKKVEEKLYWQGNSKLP
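System: CHO-K1 hM5 cells. Reagent: acetylcholine, EC20 level. Compound dosing: single dose, 3 µM nominal final test concentration. Timing: Post-acetylcholine fluorescence recording 140 s. Detection: Fluo-8 calcium fluorescence. Read-out: % activation, ACh-normalized. Benchmarks: ACh EC20 and EC100 wells. Repeats: singlicate, one well per test compound.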
CHRM5 agonist – agonists of human muscarinic M5 receptor (CHRM5). CHO-K1 hM5 cells, Fluo-8 calcium fluorescence; 0% DMSO wells, 100% maximal acetylcholine response. hit rate 0.19% among 360,000. AID 624037. activation, % at 3 µM;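 active = activation above the run's mean over test compounds plus 3 SD, cut at about 23% in these data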;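 note: signal is peak over basal fluorescence ratio across the kinetic read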
CHRM5 antagonist – blocks acetylcholine activation of human M5 receptor. AID 624040. inhibition, % at 3 µM. P08912. CHO-hM5 cells, Fluo-8 calcium fluorescence, ACh EC80. hit rate 0.59% among 360,000;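 active = inhibition above a per-plate cutoff, the mean of that plate's test compounds plus 3 SD, cut at about 27% in these data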;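 note: 0% = acetylcholine EC80 with DMSO and 100% = DMSO without agonist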
CHO-K1 Ca antag – counter-screen for M1 antagonists: effect in parental CHO-K1 cells. ATP-induced calcium, Fluo-8 fluorescence. inhibition, % at 3 µM. hit rate 0.6% among 360,000. AID 602250;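 active = inhibition above a per-plate cutoff, the plate's mean sample inhibition plus 3 SD, cut at about 24% in these data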;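 note: 0% = DMSO plus EC80 ATP and 100% = DMSO alone without ATP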
CHRM4 agonist – CHRM4 agonism in calcium assay; CHO-K1 hM4/Gqi5, Fluo-8 calcium fluorescence; vehicle 0%, full acetylcholine response 100%; activation, % at 3 µM; hit rate 0.14% among 360,000; AID 624127;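 active = activation above the run mean over all test wells plus 3 SD, cut at about 32% in these data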;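 note: peak over basal fluorescence ratio per well then scaled between controls; 0% = DMSO wells and 100% = acetylcholine at EC100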
CHRM4 PAM – positive allosteric modulators of human muscarinic M4 receptor. P08173. CHO-K1 hM4/Gqi5, Fluo-8 calcium fluorescence, ACh EC20; 0% = ACh EC20, 100% = maximal ACh. activation, % at 3 µM. hit rate 0.4% among 360,000. AID 624126;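 active = activation above its plate's cutoff, the mean activation of sample wells plus 3 SD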; note: some results filed as inactive read as strong as hits
CHO-K1 Ca PAM – M1 PAM counterscreen hit in parental CHO-K1 cells; hit rate 0.02% among 360,000; activation, % at 3 µM; ATP EC20, Fluo-8 calcium fluorescence; 0% at ATP EC20, 100% at ATP max; AID 602247;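 active = activation above the run cutoff, the mean activation of all test compounds plus 3 SD, cut at about 40% in these data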;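 note: peak over basal fluorescence ratio in a 140 s read after ATP addition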
Numbers without * were called inactive; / = not tested or not shown; & = joins results of further samples.

Each structure is followed by: M4 antag	CHRM5 antagonist	M1 ag parental	CHRM4 PAM	CHO-K1 Ca antag	CHRM4 agonist	CHO-K1 Ca PAM	CHRM5 PAM	CHRM5 agonist
- COc1ccccc1CN1CCN(C(=O)c2ccncc2)CC1
 : 2.6	-3.0	0.4	13.2	-4.4	0.2	16.6	5.6	1.0
- CCOC(=O)/C(=N\Nc1ccc(Cl)cc1)Sc1nnc(-c2ccc(OC)cc2)n1C
 : 4.7	-5.5	-0.1	2.3	-6.5	-0.7	24.1	5.8	-5.3
- Cc1ccc(C2=NS(=O)(=O)N(C)C(C(=O)NCc3ccc4c(c3)OCO4)=C2)cc1
 : 12.7	9.3	6.8	-11.6	12.5	22.0	-0.3	-15.3	2.4
- COc1ccc(S(=O)(=O)NC(=O)C2(C)CCN2C(=O)CCc2ccc(Cl)cc2Cl)cc1 (centres undefined)
 : -4.3	3.3	0.0	9.7	1.0	-0.4	6.5	3.8	-2.0
- N#Cc1nccnc1N1CCN(C(=O)Nc2ccccc2)CC1
 : -0.7	5.0	0.9	4.1	2.9	0.9	12.5	7.9	1.6
- Cc1ncc(CO)c2cc(C(N)=O)c(=Nc3ccccc3)oc12
 : 3.1	-4.3	0.2	6.4	-5.3	0.7	8.3	-3.1	-0.1
- Nn1c(SCC(=O)N2CCCC2)nnc1-c1cccs1
 : 0.2	7.0	-0.2	3.0	26.9*	0.7	-10.8	-3.9	0.8
- CC(=O)Nc1ccc(SCC(=O)OCC(=O)NC(=O)NCCC(C)C)cc1
 : -2.1	0.1	-0.3	1.7	3.8	0.3	4.2	1.2	-0.5
- C[C@H]1CN([C@@H](C)CO)S(=O)(=O)c2ccc(C#CC3CC3)cc2O[C@@H]1CN(C)S(C)(=O)=O
 : 0.1	-5.5	0.9	1.7	-7.9	1.1	14.9	-1.4	0.7
- O=S(=O)(Nc1nc(CN2CCOCC2)nc2sc3c(c12)CCCC3)c1cc(F)ccc1F
 : -5.8	-1.0	0.8	2.6	-6.0	0.3	15.9	-1.1	1.1
- CCOC(=O)c1c(C)[nH]c(N=Nc2cccc(C)c2)c1C
 : -4.9	-10.5	-0.5	0.8	-6.7	-1.4	-3.3	-3.8	-4.3
- O=C(Nc1cccc(F)c1)N1CCc2nc(NCc3cccc(Oc4ccccc4)c3)ncc2C1
 : -13.4	6.5	1.8	-6.0	4.6	5.5	1.6	-10.5	-0.9
- Cc1cc(C)cc(N(C(C)C(=O)N2CCOCC2)S(C)(=O)=O)c1 (centres undefined)
 : 8.6	12.6	0.4	-6.6	-13.1	1.4	13.5	-0.8	0.9
- O=C(O)/C(=C\c1ccccc1OC(F)F)c1ccc(-c2ccccc2)cc1
 : 2.3	6.6	-0.2	0.2	-9.5	-2.1	10.5	-2.2	-2.0
- Cc1ccc(NC(=S)NC(NC(=O)N(C)C)C(Cl)(Cl)Cl)cc1 (centres undefined)
 : 1.9	-0.9	1.7	9.1	-6.3	1.3	24.1	1.1	-2.7
- O=C(NC1CCCC1)C1CCCN1S(=O)(=O)c1cccc2cccnc12 (centres undefined)
 : -10.3	-2.0	0.6	6.6	-12.8	1.2	31.2	1.2	1.7
- O=[N+]([O-])c1ccccc1N/N=C/c1ccc2c(c1)OCO2
 : -0.9	-3.2	0.9	9.9	-4.8	2.1	8.6	5.2	2.7
- Cc1ccccc1Nc1nc(N)nc(COC(=O)[C@@H](NC(=O)c2c(F)cccc2F)C(C)C)n1
 : -17.1	-7.2	3.4	3.0	1.9	8.8	0.9	1.4	0.2
- COc1ccc(OC)c(NC(=O)CSc2nnc(CNC(=O)c3cc(OC)c(OC)c(OC)c3)o2)c1
 : 6.8	-9.1	1.0	-5.8	-10.7	0.6	-3.0	0.8	1.7
- CCCNc1c(F)c(F)c2c(C)c3ccccc3nc2c1F
 : 14.0	8.7	2.0	2.1	10.1	1.7	18.6	-0.5	0.6
- COc1ccc(C2SCC(=O)N2c2nc3ccccc3s2)cc1 (centres undefined)
 : -12.4	-1.3	0.1	2.1	-10.6	-0.6	15.7	-4.8	-2.1
- CCOC(=O)Cc1csc(NC(=O)c2ccc3ncsc3c2)n1
 : 8.6	0.7	2.3	-2.2	-1.2	4.5	-16.1	-0.1	3.1
- CCCCNC(=O)CCCCC(=O)N/N=C/c1cccc(Cl)c1
 : 4.5	5.0	-0.2	-3.2	0.3	0.4	14.7	-3.0	-2.4
- O=C(O)c1cc(-c2ccc3c(c2)OCCO3)n[nH]1
 : 3.3	-3.8	0.3	6.7	1.6	0.4	13.7	-1.6	-2.7
- O=C(NCC(=O)N(c1cccc(F)c1)C(C(=O)NC1CCCC1)c1cccnc1)c1cccs1 (centres undefined)
 : 0.2	7.2	0.4	10.7	-11.2	1.4	12.5	5.3	2.1
- O=C(NNC(=O)c1csc(N2CCOCC2)n1)c1cccnc1
 : -3.9	0.8	0.5	11.5	1.0	0.9	2.4	4.5	0.6
- Oc1ccc(Cl)cc1CNCc1ccc(C(F)(F)F)cc1
 : 2.7	2.3	1.1	13.4	-8.1	1.9	16.6	5.4	0.7
- Cc1cc(=O)[nH]c(-c2ccccc2OC(F)(F)F)n1
 : -9.3	1.0	18.1*	-0.3	-2.2	0.6	13.6	5.0	0.6
- COc1ccc(CCNC(=O)c2ccc(Cl)c(S(=O)(=O)N3CCCC3)c2)cc1
 : 2.8	13.3	15.9*	-11.0	-6.2	18.4	-0.3	-24.2	3.4
- N#Cc1ccc(CSc2nnc(NC(=O)C3CC(=O)N(c4ccc5c(c4)OCCO5)C3)s2)cc1 (centres undefined)
 : -9.0	-5.4	0.3	16.8	-4.2	2.3	16.1	4.0	-2.1
- CC(C)CC(C(=O)O)N1C(=O)C2C3CC(C2C1=O)C1C(c2ccccc2)c2sc(=O)[nH]c2SC31 (centres undefined)
 : -7.8	-5.6	-1.0	19.2	7.6	0.3	3.7	1.5	-3.0
- COc1cccc(C(=O)N2CCN(CCCc3ccccc3)CC2)c1OC
 : -0.5	-3.6	2.6	4.3	-29.1	2.5	19.0	0.2	-4.0
- Cc1ccc(OCC(=O)Nc2ccc(N(C)C)cc2)cc1
 : 8.7	-1.7	0.5	2.3	-12.5	-0.1	16.8	0.1	-1.9
- Cc1cs/c(=N\N=C2CCCCC2)n1Cc1ccco1
 : 2.8	2.0	0.8	-1.4	-11.8	-0.1	17.6	-7.1	-0.8
- N/C(=N\OC(=O)c1ccccc1Cl)c1cccc([N+](=O)[O-])c1
 : -15.9	-9.0	0.9	8.0	-13.3	1.0	17.1	2.8	6.4
- COc1ccc(C)cc1NC(=O)C(C)N(c1ccc(C)cc1)S(C)(=O)=O (centres undefined)
 : 1.0	5.9	0.0	4.3	5.5	-1.6	5.8	-1.9	-4.3
- Cc1ccc(C(=O)Nc2cccc([N+](=O)[O-])c2)cc1S(=O)(=O)Nc1cccc(C(=O)O)c1
 : -2.0	-23.1	-0.7	5.5	15.9	0.6	-12.6	8.4	2.4
- COc1cccc(NC(=O)Cn2c(CCC(=O)O)ccc2-c2ccc(C)cc2)c1
 : 7.8	4.4	0.1	0.6	-13.5	1.7	20.7	-0.6	-1.1
- O=C(Nc1nc(-c2ccncc2)cs1)c1ccco1
 : 1.4	0.7	0.1	12.8	-0.1	1.8	0.0	-0.1	-6.3
- CCOc1cc(N2CCOCC2)c(OCC)cc1NC(=O)CSc1nnc(N)s1
 : -4.9	3.8	-0.1	12.8	-2.4	1.3	13.8	8.6	1.6

The closing 2 compounds of the section before come first, to join the parts:
Each structure is followed by: M4 antag	CHRM5 antagonist	M1 ag parental	CHRM4 PAM	CHO-K1 Ca antag	CHRM4 agonist	CHO-K1 Ca PAM	CHRM5 PAM	CHRM5 agonist
- O=C(Nc1nc(-c2ccncc2)cs1)c1ccco1
 : 1.4	0.7	0.1	12.8	-0.1	1.8	0.0	-0.1	-6.3
- CCOc1cc(N2CCOCC2)c(OCC)cc1NC(=O)CSc1nnc(N)s1
 : -4.9	3.8	-0.1	12.8	-2.4	1.3	13.8	8.6	1.6
- O=C(Nc1ccccc1)N(c1ccccc1)C1C=CS(=O)(=O)C1 (centres undefined)
 : 45.2*	6.4	-0.1	-10.7	-4.5	-0.9	11.5	-4.8	-1.8
- Cn1ccc2c(-c3ccc(F)nc3)cc3c(c21)C1CCC3C1 (centres undefined)
 : -4.2	6.5	1.3	2.7	-5.1	-2.0	25.4	-6.5	-1.0
- Cc1nc2nc[nH]n2c(=O)c1NC(=O)CC12CC3CC(CC(C3)C1)C2
 : 11.0&7.8	-0.2&-4.6	0.2&0.2	-2.4&2.3	17.8&-5.6	1.0&0.1	-10.7&11.4	-8.7&1.2	-4.8&1.2
- COC(=O)CN(C(=S)Nc1ccccc1)C1CC(=O)N(c2ccc(OC)cc2)C1=O (centres undefined)
 : -3.8	-12.7	1.1	15.8	-18.2	5.0	19.2	4.3	4.9
- COC(=O)c1cc2c(ccn2-c2ccc(F)cc2)n1Cc1ccc(OC)cc1
 : -17.3	-2.4	0.9	7.3	-6.3	2.5	17.3	5.5	8.4
- CSc1n[nH]c(=O)n1C1CCCCC1
 : 0.6	-3.1	17.7*	-15.3	1.5	4.8	1.4	5.3	-5.3
- COc1ccc(S(=O)(=O)N2CN3CCN(C3)C2)cc1OC
 : 0.4	9.5	4.6	6.4	-2.4	-0.4	23.5	-2.0	-2.1
- CO[C@H]1CN(C)C(=O)c2ccc(NS(=O)(=O)c3ccccc3F)cc2OC[C@H](C)NC[C@@H]1C
 : -2.7	4.8	/	6.8	/	0.2	/	-0.3	-1.2
- COc1ccc(CNc2ccc3c(c2)ncn3-c2ccccc2OC)cc1
 : 18.4	5.1	0.6	-15.6	-7.8	4.2	0.5	-8.3	-4.7
- O=C(Nc1ccc2c(c1)C(=O)NC2=O)c1ccc(S(=O)(=O)N2CCCC2)cc1
 : -4.9	-0.1	1.9	-4.0	-3.4	3.3	15.1	-4.8	-1.0
- CSc1nc2c(cnn2-c2ccc(C)c(C)c2)c(=O)[nH]1
 : 6.1	1.8	-0.6	-2.7	10.5	0.4	-8.6	0.3	0.7
- COc1ccc(C(CNC(=O)c2cc(SC)ccc2Cl)N(C)C)cc1 (centres undefined)
 : 4.5	13.3	5.3	1.0	-11.8	5.3	15.3	-5.7	-6.6
- Cc1ccc(-n2c(C)cc(C(=O)CN3CCOCC3)c2C)cc1
 : 6.3	17.9	5.1	-15.3	-0.3	16.4	-5.2	-19.2	0.3
- COc1ccc(C(=O)COC(=O)c2cnc(C)cn2)cc1OC
 : 2.8	10.2	0.3	-1.1	-10.9	1.7	13.2	-0.2	1.1
- Cc1cccc(C)c1NC(=O)CNC(=O)c1cncc(Br)c1
 : -11.7	-0.1	1.0	6.5	-13.5	1.9	17.0	1.6	-2.4
- Cc1ccc(C(=O)NNC(=O)C2CCN(c3nccc(C)n3)CC2)cc1
 : 7.3	-0.9	0.8	4.5	-18.6	0.8	31.0	1.6	0.5
- COc1ccc(-c2cc(C(F)(F)F)nc(N3CCOCC3)n2)cc1
 : 0.4	-12.0	2.8	-0.6	-25.7	-2.4	28.2	4.9	0.9
- Cn1nnnc1SCC(=O)N1CCOCC1
 : -0.3	3.8	0.1	1.0	19.5	0.2	14.0	3.0	-1.9
- Cc1ccc(C(=O)OC(C)CN2CCOCC2)cc1 (centres undefined)
 : 0.5	-1.6	0.6	-1.8	-10.4	0.8	8.5	1.3	2.4
- COc1ccccc1CNC(=O)c1cnccn1
 : 5.5	5.0	0.5	8.6	-10.8	0.5	1.2	1.6	-0.2
